Compound activity: PubChem BioAssay, IUPUI and University of Michigan
ST2 IL33 inh: inhibitors of human ST2 (IL1RL1) binding to IL-33; AlphaLISA ST2-Fc/biotin-IL-33 interaction, 1 h; AID 1259354; hit rate 2.3% among 78,000; Q01638; inhibition, % for hits at 17 µM; in the data active = inhibition above about 30%; inconclusive = mostly about 10% to 28%
Target sequence (Q01638 whole entry, looked up): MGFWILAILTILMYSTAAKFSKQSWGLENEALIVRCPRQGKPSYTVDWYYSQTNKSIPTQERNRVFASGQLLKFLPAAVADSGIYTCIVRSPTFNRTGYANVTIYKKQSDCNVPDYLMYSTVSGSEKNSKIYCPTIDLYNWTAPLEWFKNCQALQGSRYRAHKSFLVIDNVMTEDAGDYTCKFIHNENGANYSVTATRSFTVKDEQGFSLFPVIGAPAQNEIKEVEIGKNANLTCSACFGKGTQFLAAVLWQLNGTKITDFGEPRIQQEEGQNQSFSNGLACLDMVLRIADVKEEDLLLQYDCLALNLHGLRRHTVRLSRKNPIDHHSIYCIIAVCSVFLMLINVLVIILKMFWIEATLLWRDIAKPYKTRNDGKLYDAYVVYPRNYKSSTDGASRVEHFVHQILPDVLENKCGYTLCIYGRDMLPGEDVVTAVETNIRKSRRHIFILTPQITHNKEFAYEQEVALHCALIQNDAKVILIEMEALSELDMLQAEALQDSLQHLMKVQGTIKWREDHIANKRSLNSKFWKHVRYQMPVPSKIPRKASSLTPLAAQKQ
The depositor's hits bear a star; i = inactive; ? = inconclusive. An excerpt, so the mix of outcomes need not match the whole.

SMILES | ST2 IL33 inh
C=CCSc1nc2nc3c(cc2c(=O)n1-c1ccccc1C)COC(C)(C)C3 | ?
Cc1cccc(N2CCN(c3ncnc(N)c3[N+](=O)[O-])CC2C)c1 (stereo not given) | i
CN1CCc2[nH]c3ccc(Cl)cc3c2C1 | i
CCCCN(CCCC)S(=O)(=O)c1ccc(C(=O)Nc2nnc(-c3cccs3)o2)cc1 | i
Cc1ccc(C(c2sc3nc(C)nn3c2O)N2CCN(c3ccc(F)cc3)CC2)cc1 (stereo not given) | ?
C=CCOc1ccc(C=Nc2ccc(Cl)cc2)cc1 | i
O=C(Nc1ccc(F)cc1)[C@H](CSCc1ccccc1)N1Cc2ccccc2C1=O | i
CC(C)c1ccc(Nc2c(-c3cccs3)nc3cnccn23)cc1 | i
Cc1ccc(C(=O)Cn2c(C)csc2=Nc2ccccc2)cc1 | 41.0%*
Cc1cc(C)c(C#N)c(SCC(=O)Nc2cccc3cccnc23)n1 | i
CCc1nc(NC(=O)NCc2cccc(SC)c2)nn1C | i
CCCCN(C)C(=O)c1c[nH]n2c(=O)c(Cc3ccc(F)cc3)c(C)nc12 | ?

3 of the compounds above, in CSV form.
compound,ST2 IL33 inh
CCCCN(CCCC)S(=O)(=O)c1ccc(C(=O)Nc2nnc(-c3cccs3)o2)cc1,i
Cc1ccc(C(c2sc3nc(C)nn3c2O)N2CCN(c3ccc(F)cc3)CC2)cc1 (stereo not given),?
C=CCOc1ccc(C=Nc2ccc(Cl)cc2)cc1,i

The results go on.
SMILES | ST2 IL33 inh
O=C(NCC1(c2ccccc2)CCOCC1)c1cccc(Br)c1 | i
O=C(O)C1NC(c2cc(Br)ccc2O)C2C(=O)N(c3ccccc3)C(=O)C12 (stereo not given) | i
CCOC(=O)c1c(CN2CCOCC2)n(-c2ccccc2)c2cc(Br)c(O)cc12 | i
CSCCOC(=O)C1=C(C)NC(=O)NC1c1ccc(Br)cc1 (stereo not given) | ?
O=C(NCc1ccc2c(c1)OCO2)c1cnccn1 | i
O=c1cc(-c2ccccc2)c2ccc(O)c(CN3CCOCC3)c2o1 | i
CN(Cc1ccccc1)c1ncccc1CNC(=O)c1ccc[nH]1 | ?
CC1CCCC(C)N1C(=O)Cc1ccccc1 (stereo not given) | i
CN1C(=O)C2(CCCN(C(=O)c3c[nH]c(=O)cn3)C2)c2ccccc21 (stereo not given) | i
COc1ccccc1NC(=O)CSc1nc2nc(C)cc(C)c2c(=O)[nH]1 | i
COc1cc(C2C=C(Nc3ccccc3)C(=O)N2c2ccccc2)ccc1O (stereo not given) | ?
Cc1ccn(CC(=O)NCC2(N(C)Cc3ccccc3)Cc3ccccc3C2)n1 | i

Random excerpt: 4 entries already listed, in no set order.
SMILES | ST2 IL33 inh
O=C(O)C1NC(c2cc(Br)ccc2O)C2C(=O)N(c3ccccc3)C(=O)C12 (stereo not given) | i
Cc1ccn(CC(=O)NCC2(N(C)Cc3ccccc3)Cc3ccccc3C2)n1 | i
COc1cc(C2C=C(Nc3ccccc3)C(=O)N2c2ccccc2)ccc1O (stereo not given) | ?
O=c1cc(-c2ccccc2)c2ccc(O)c(CN3CCOCC3)c2o1 | i

The listing continues.
SMILES | ST2 IL33 inh
Cc1ncc(C(=O)N2CCCN(CC3CC3)C(C(C)C)C2)cn1 (stereo not given) | ?
O=C(Nc1cc(Cl)ccc1Cl)c1noc2c1CCC2 | ?
O=C(C1COc2ccccc2C1)N1CC(=O)N(C2CCCCC2)CC(OCc2ccccn2)C1 (stereo not given) | ?
CCn1c(C2CCN(Cc3ccc(Cn4cccn4)cc3)CC2)n[nH]c1=O | ?
CCOc1ccc(N2CC(NC(=O)CC(C)(C)C)CC2=O)cc1 (stereo not given) | ?
COc1ccc(CCCN2C(=O)O[C@@H]3CN(c4nc(C)cc(C)n4)C[C@@H]32)cc1 | ?
COC(=O)c1ccc(Oc2c(C)oc3cc(O)ccc3c2=O)cc1 | i
CC(CCn1cccn1)NCc1n[nH]c2c1CCCCC2 (stereo not given) | i
Cc1ccc(-n2c(=O)c3c(C)c(C)sc3n(CC(=O)N3CCCC3)c2=O)cc1C | i
Cc1nn(-c2ccccn2)c2c1C(=O)/C(=C\Nc1ccccc1Cl)CC2 | 31.0%*
CCc1oc2ccccc2c1-c1nccn1Cc1cnn(C)c1C | i
CCN(Cc1ncccc1C(=O)O)Cc1c(F)cccc1Cl | ?
Cc1cc(C)cc(NC(=O)CC(=O)NCc2ccccc2)c1 | i
CCOC(=O)c1nn(-c2ccc(F)cc2)cc1O | i
COc1ccc(Cl)cc1C(=O)C1CCCN(Cc2cccc3cnccc23)C1 (stereo not given) | i
Cc1ccc2nc(-c3cc(N=Cc4cccc([N+](=O)[O-])c4O)ccc3O)[nH]c2c1 | 36.0%*
CCOc1ncccc1C(=O)N1CCC(=O)N(CC2CC2)C(C(C)C)C1 (stereo not given) | i
O=C(CCCn1c2ccccc2c(=O)c2ccccc21)N1CCN(c2ccccc2F)CC1 | i
Cc1cccc(-c2nsc(SCC(N)=O)n2)c1 | ?
CC[C@H]1CN(C(=O)c2ccc(C)cc2C)CC[C@@]1(C)O | 31.0%*
CCC(=O)N(C)C(Cc1ccc(F)cc1F)C1CCN(C(=O)c2cc3cc(F)ccc3[nH]2)CC1 (stereo not given) | i
O=C(c1cc(F)c(F)cc1Cl)N1CCN(c2ccc(F)cc2[N+](=O)[O-])CC1 | ?
CC1(C)CC2CC(C)(CN2C(=O)C2CCN(S(=O)(=O)c3cccs3)CC2)C1 (stereo not given) | i
CN(CCCn1cccn1)Cc1ccccn1 | i

Next part, overlapping the part above by four compounds.
SMILES | ST2 IL33 inh
CCC(=O)N(C)C(Cc1ccc(F)cc1F)C1CCN(C(=O)c2cc3cc(F)ccc3[nH]2)CC1 (stereo not given) | i
O=C(c1cc(F)c(F)cc1Cl)N1CCN(c2ccc(F)cc2[N+](=O)[O-])CC1 | ?
CC1(C)CC2CC(C)(CN2C(=O)C2CCN(S(=O)(=O)c3cccs3)CC2)C1 (stereo not given) | i
CN(CCCn1cccn1)Cc1ccccn1 | i
CC[C@@]1(C(=O)O)C[C@H](C(=O)NCCN(C)C)[C@H](c2ccc(F)cc2)N1C | i
CCOc1ccc(OCCN2CCCC2)cc1 | i
N#CC1=C(N)OC2=C(C(=O)CC(c3ccccc3)C2)C1c1c[nH]c2ccccc12 (stereo not given) | ?
CCOCCCNC(=O)C1c2c(n(C)c3ccccc23)SCC(=O)N1c1cccc(Cl)c1 (stereo not given) | i
CC(C)C1N=C2c3ccccc3N=C(SCC(=O)c3ccc(O)c(O)c3)N2C1=O (stereo not given) | i
COc1cc(NC(=O)COc2ccc(Br)cc2)c(OC)cc1Cl | ?
CC(c1ccc2ccccc2c1)N(C)C(=O)CCc1cc(=O)[nH]o1 (stereo not given) | ?
COc1ccc(C2C(C(N)=O)=C(C)Nc3nc(SCc4ccccc4)nn32)cc1OC (stereo not given) | i
O=C(Nc1cccc(C(F)(F)F)c1)N[C@H]1CO[C@H]2[C@@H]1OC[C@@H]2n1nnnc1Oc1ccc(-n2ccnc2)cc1 | i
COc1ccc(N/C=C(/c2cc(O)ccc2O)[N+](=O)[O-])cc1 | 45.0%*
Cc1ccc(NS(=O)(=O)c2ccc(NC(=O)C3CCCCC3)cc2)c(C)c1 | i
Cc1c(Cl)c([N+](=O)[O-])nn1CCCC(=O)N1CCCc2ccccc21 | i
Cc1oc2ccc(OC(=O)C(C)C)cc2c1C(=O)OC(C)C | i
O=C(O)COc1nsnc1N1CCOCC1 | i
O=C1Nc2c([N+](=O)[O-])cc([N+](=O)[O-])cc2S(=O)(=O)C1c1ccccc1 (stereo not given) | ?
COc1ccccc1-n1c(SCC(=O)Nc2cccc(F)c2)nc2c(c1=O)SCC2 | ?
C[C@@H](NC(=O)C1=C[C@@H](NC(=O)CC2(CC(=O)O)CCCC2)[C@@H](O)[C@H](O)C1)C(N)=O | i
COc1ccccc1S(=O)(=O)Cc1ccc(C(=O)NC2CCCCCC2)o1 | ?
CCCCN(Cc1ccco1)C(=O)c1cc(=O)n(C)c(=O)n1C | ?
CC(=O)O/N=C(\c1cccc([N+](=O)[O-])c1)N1CCOCC1 | i
O=C(CS(=O)(=O)c1cccc2nsnc12)Nc1ccccc1C(=O)O | i
O=C(CSc1n[nH]c(=O)[nH]c1=O)c1ccc(Cl)cc1 | i
COc1ccc(Cn2c(CNC(=O)c3ccc(OC)c(OC)c3)nc3cccnc32)cc1 | ?
CC1=C(C(=O)Nc2ccccc2)C(c2ccccn2)n2nc(-c3ccccc3)nc2N1 (stereo not given) | i
O=C(NCCSc1c[nH]c2ccccc12)c1cccc(F)c1 | ?
O=C(c1cnn(Cc2ccccc2)c1)N1CCCC(Nc2ccc3c(c2)OCCO3)C1 (stereo not given) | ?
CC(C)C(NS(=O)(=O)c1cccs1)C(=O)NC1CCCC1 (stereo not given) | ?
CN1CCC(N2C[C@H](O)C[C@H]2c2nc(Cc3ccc(F)cc3Cl)no2)CC1 | 31.0%*
C=CCC(=O)NCC1CCN(Cc2cccc3nonc23)C1 (stereo not given) | i
CC1=C(C(=O)Nc2ccc(C)cc2C)C(c2cccs2)n2c(nc3ccccc32)N1 (stereo not given) | ?
O=C1OC(c2ccc([N+](=O)[O-])cc2)OC1c1ccccc1 (stereo not given) | i
CCCc1cc(=O)n2[nH]c(-c3ccccc3)cc2n1 | i
O=C(Nc1ccc(C(=O)NC2CCCCC2)cc1)c1cncc(Br)c1 | ?
O=C(CCC(F)(F)F)N1CCCC(c2nc(-c3cccnc3)ncc2-c2ccccc2F)C1 (stereo not given) | i
Cc1cc(C)nc(NC(=O)COc2ccc(C(C)(C)C)cc2)n1 | i
CC(CCn1cccn1)NCc1c(C(=O)N2CCCCCCC2)nc2ccc(Cl)cn12 (stereo not given) | ?
O=C(Nc1nc(-c2ccc(Cl)c(Cl)c2)cs1)C1CC1 | i
COc1ccc(-c2ccc3c(c2)C(=O)N2CCN(C(=O)CC(C)(C)C)C[C@@H]2C(=O)N3)cc1 | ?
O=C(Nc1c(C(=O)Nc2ccc(F)cc2)cnn1-c1ccccc1)c1ccccc1F | ?
CCn1nc(C)c(CNC(C)Cn2cncn2)c1C (stereo not given) | i
CCOC(=O)c1c(NC(=O)CCCn2nc(C)c([N+](=O)[O-])c2C)sc2c1CCC(C)C2 (stereo not given) | ?
COc1cc2c(cc1OC)CN(Cc1ccc(NC(C)=O)cc1)CC2 | i
COC(C(=O)N(C)Cc1nc2ccccc2n1C)c1ccccc1 (stereo not given) | i
NC(N)=NCCCCN=C(N)N | i
CC12C=CC(O1)C1C(=O)N(c3ccccc3Cl)C(=O)C12 (stereo not given) | i
CN(CCCNC(=O)c1cc(-c2ccncc2)nc2ccccc12)Cc1ccccc1 | ?
Cc1n[nH]c(C)c1S(=O)(=O)N1CCCCC1 | i
CC(c1n[nH]c(Cc2ccccc2)n1)n1cnc2ccccc2c1=O (stereo not given) | i
Cn1nc(C2CCN(c3nccs3)CC2)n(Cc2ccccc2)c1=O | ?
COc1ccccc1C(=O)C1CCCN(C(=O)Nc2cccc(SC)c2)C1 (stereo not given) | i
Brc1ccc2ncnc(NCc3ccco3)c2c1 | i
Cc1ccc(S(=O)(=O)N2CCN(Cc3nc4ccccc4n3C)CC2)cc1 | i
Cc1cccc(OCCN2CCNCC2)c1C | i
CN1CCN(CC/C=C2/c3ccccc3Sc3ccc(S(=O)(=O)N(C)C)cc32)CC1 | ?
O=C(Nc1ccccc1)c1cc(S(=O)(=O)N2CCCCC2)ccc1Cl | i
CCc1nnc(CNc2nc(-c3ccccc3)nc3c2CCNC3)s1 | i
NCCCC(=O)O | i
COc1ccc(C(=O)N(c2ccc(Br)cc2)C2C=CS(=O)(=O)C2)cc1 (stereo not given) | i
CC(C)Cc1cn(C2CCN(C3Cc4ccccc4C3)CC2)nn1 | ?
CC1CC(C)CN(C(=O)CNC(=O)Cn2ccc3ccccc3c2=O)C1 (stereo not given) | i

(cont.)
SMILES | ST2 IL33 inh
O=C(Nc1ccc2snnc2c1)N1CCCCC1 | i
COc1ccc(C(=O)Nc2cc3c(ccc4ccccc43)oc2=O)cc1OC | i
COc1ccc(C2=NN(CN3C(=O)C(=O)c4ccccc43)C(c3ccccc3)C2)cc1 (stereo not given) | 36.0%*
C=C(C)C(=O)O[C@H]1[C@H]2C(=C)C(=O)O[C@@H]2C[C@@H](C)[C@@H]2O[C@@H]2C(=O)[C@](C)(O)[C@@H]1OC(C)=O | i
COC(=O)c1ccc(-c2noc(CN3CCN(C(=O)C4CCCO4)CC3)n2)cc1 (stereo not given) | i
Cc1nc2ncccn2c1-c1csc(Nc2cccc([N+](=O)[O-])c2)n1 | 37.0%*
O=c1[nH]c2cc([N+](=O)[O-])c([N+](=O)[O-])cc2[nH]c1=O | i
CC(=O)N(C(C)=O)c1ccc(-c2ccc(N(C(C)=O)C(C)=O)cc2)cc1 | i
Cc1nc2sc(C(c3ccc(Cl)cc3)N3CCC(C)CC3)c(O)n2n1 (stereo not given) | i
O[C@@H]1C[C@@H](c2nc(Cc3ccccc3)no2)N(Cc2ccc(Cl)cc2)C1 | i
O=C(Nc1nnc(Cc2ccc(F)cc2)s1)C1CCCCC1 | i
CC(=O)NC(c1ccc(C)cc1)c1cc(Cl)c2cccnc2c1O (stereo not given) | i
CN(C)c1ccc(/C=c2/sc3nc(-c4ccc(Cl)cc4)nn3c2=O)cc1 | i
O=C(NCc1cccnc1-n1ccnc1)C(=O)NC1CCCC1 | i
O=C(CCCn1c(=O)[nH]c2ccsc2c1=O)N1CCN(c2ccc(F)cc2)CC1 | i
O=C(NCCCc1nc2ccccc2n1Cc1ccccc1F)c1ccccc1 | i
COc1ccc(N=C2NC(=O)/C(=C\c3ccc(N(C)C)cc3)S2)cc1 | ?
